Screens (PubChem BioAssay)
Kir21 inh: inhibitors of mouse Kir2.1 inward-rectifier potassium channel | Inward rectifier potassium channel 2 (Mus musculus), P35561 | HEK293-Kir2.1, FluxOR thallium flux fluorescence; stronger effect = lower value | B-score at 10 µM | 0.85% of 310,000 active;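 active = fluorescence ratio B-score at or below minus 3 SD of library scores, with starting-brightness B-score within 2 SD, cut at about -4.2 in these data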;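 also: channel flux triggered by added potassium and thallium sulfate stimulus; B-score of peak minus minimum fluorescence over baseline after thallium stimulus; more negative B-score means stronger Kir2.1 block with less thallium influx; some compounds called inactive have numbers as strong as hits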
Target sequence (P35561 whole entry, looked up): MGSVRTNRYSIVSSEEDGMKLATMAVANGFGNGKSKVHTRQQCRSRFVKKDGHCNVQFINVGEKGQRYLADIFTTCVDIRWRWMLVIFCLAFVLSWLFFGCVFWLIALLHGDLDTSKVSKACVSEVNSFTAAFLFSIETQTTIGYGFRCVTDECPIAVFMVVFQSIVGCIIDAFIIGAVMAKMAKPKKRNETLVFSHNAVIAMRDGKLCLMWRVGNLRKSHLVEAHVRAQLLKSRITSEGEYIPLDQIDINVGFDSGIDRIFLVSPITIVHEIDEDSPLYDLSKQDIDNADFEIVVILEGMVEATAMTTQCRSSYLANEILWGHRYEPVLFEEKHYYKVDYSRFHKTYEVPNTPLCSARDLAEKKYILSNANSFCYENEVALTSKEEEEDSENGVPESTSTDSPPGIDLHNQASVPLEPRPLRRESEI
CHT block: inhibitors of human choline transporter CHT | High affinity choline transporter 1 (Homo sapiens), Q9GZV3 | CHT-expressing cells, membrane potential dye, choline response; stronger effect = lower value | B-score at 10 µM | 0.86% of 310,000 active;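 active = B-score over 3 SD under the library average, and starting fluorescence ratio not unusually high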;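 also: choline stimulus applied at its EC90 after an EC20 pre-addition; B-score computed on integrated fluorescence ratio after choline addition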
Target sequence (Q9GZV3 whole entry, looked up): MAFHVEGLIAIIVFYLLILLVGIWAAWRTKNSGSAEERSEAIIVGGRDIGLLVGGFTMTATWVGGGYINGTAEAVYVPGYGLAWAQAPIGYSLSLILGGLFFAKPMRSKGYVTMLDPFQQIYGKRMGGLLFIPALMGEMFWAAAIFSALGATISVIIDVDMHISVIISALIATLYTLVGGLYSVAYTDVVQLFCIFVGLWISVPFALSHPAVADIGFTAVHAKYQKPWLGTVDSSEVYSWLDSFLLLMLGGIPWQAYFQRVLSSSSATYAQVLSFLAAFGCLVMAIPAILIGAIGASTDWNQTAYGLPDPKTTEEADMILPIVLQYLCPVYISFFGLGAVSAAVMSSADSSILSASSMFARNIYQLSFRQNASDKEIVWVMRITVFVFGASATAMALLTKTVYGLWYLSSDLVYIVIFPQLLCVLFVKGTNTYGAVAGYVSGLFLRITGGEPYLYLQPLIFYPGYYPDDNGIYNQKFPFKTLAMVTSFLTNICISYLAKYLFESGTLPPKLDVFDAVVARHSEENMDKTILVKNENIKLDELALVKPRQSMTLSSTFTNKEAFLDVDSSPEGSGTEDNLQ
The depositor's hits bear a star; i = inactive; / = not tested or not shown.

Kir21 inh,CHT block,SMILES
-1.93,i,Cc1csc(NC(=O)C2CCN(S(=O)(=O)c3ccc4c(c3)oc(=O)n4C)CC2)n1
-1.27,i,Cc1cccc[n+]1CC(=O)Nc1ccccc1
-0.08,i,CCOCCc1nn2c(=O)cc(CSCC(=O)Nc3cccc(C)c3C)nc2s1
0,i,c1ccc(C2=Nn3c(Cn4nnc5ccccc54)nnc3SC2)cc1
0.02,i,Cc1cccc(-n2ccnc2SCC(=O)Nc2cc(C)on2)c1
-1.01,i,CN(Cc1ccnc2ccccc12)C(=O)C1CCC(=O)N(Cc2ccccc2F)C1 (stereo unspecified)
-0.83,i,CCOC(=O)c1sc2nc(SCC#N)n(CCCN3CCCC3=O)c(=O)c2c1C
-0.11,i,CC(=O)NC(c1ccc(Cl)cc1Cl)c1ccc2cccnc2c1O (stereo unspecified)
0.31,i,COc1cccc(CN2CCN(Cc3ccc4c(c3)OCCO4)CC2CCO)c1 (stereo unspecified)
1.32,i,Cc1cc(SCC(=O)N(C)C2CCS(=O)(=O)C2)nc2c(C)cccc12 (stereo unspecified)
-0.03,i,Cc1c(NC(=O)CN2C(=O)NC(C)(c3ccccc3)C2=O)c(=O)n(-c2ccccc2)n1C (stereo unspecified)
-1.91,i,CCO[C@@H]1OC(C(=O)N2CCCCCCC2)=C[C@H](C2CCCCC2)[C@H]1CCCO
-0.31,i,O=C(c1cc(-c2cccc(Cl)c2)on1)N1CCN(c2ccc(F)cc2)CC1
0.81,i,CN(c1ccccc1)c1ncccn1
8.52e-16,i,Nc1ccccc1C(=O)N/N=C1/C2CN3CCN(C2)CC1(Cc1ccccc1)C3
-0.64,i,N#CC1=C(N)NC(=S)C(C(N)=O)C1c1ccc(Cl)cc1Cl (stereo unspecified)
-0.04,i,COc1ccc(S(=O)(=O)N2CCC(=O)N2)cc1
-0.59,i,COC(=O)C(N)Cc1ccc(O)cc1 (stereo unspecified)
-0.61,i,CCn1c(SCC(=O)Nc2ccc(-c3nc4ccc(C)cc4s3)cc2)nnc1-c1ccccc1
1.31,/,CC(=O)c1cnc(-c2ccccc2)s1
-1.38,i,CNC(=O)c1c(NC(=O)CCS(=O)(=O)c2ccccc2)sc(C)c1C
-1.37,i,CCOC(=O)c1ccc(NC(c2ccc(N(C)C)cc2)P(=O)(OC(C)C)OC(C)C)cc1 (stereo unspecified)
2.33,i,CCCc1nc2c(sc3nc4c(cc32)COC(C)(C)C4)c(=O)o1
-0.01,i,CC(C)Cc1nc(SCC(=O)N2CCCCC2)c2c(=O)n(C)c(=O)n(C)c2n1
1.28,i,CC1(C)CC(=O)C2=C(C1)OC(N)=C(C#N)C21C(=O)N2CCCc3cccc1c32 (stereo unspecified)
-0.1,i,O=C(Nc1ccncc1)Nc1ccc(F)cc1
0.36,i,Cc1cc(C)c2c(=O)[nH]c(SCC(=O)N3CCCCC3)nc2n1
-0.06,i,Cc1ccc(Cn2c(SCC(=O)N/N=C/c3ccccc3OCC(=O)O)nc3ccccc32)cc1
0.54,i,Cc1ccc(C(=O)CSc2nc(O)cc(=O)[nH]2)cc1C
-0.8,i,O=C(Nc1ccc(N2CCOCC2)c(Cl)c1)c1ccc(S(=O)(=O)N2CCOCC2)cc1
-4.06,i,CCCN(CCC)S(=O)(=O)c1ccc(Cl)c([N+](=O)[O-])c1
-0.61,i,CN1CCOC(=O)/C1=N/Nc1cc(Cl)ccc1Cl
/,i,COc1cccc(NC(=O)CNC(=O)c2ccc(F)cc2)c1
-0.59,i,COc1ccc(C(=O)Nc2ccc(NC(=O)c3cccs3)cn2)cc1
1.37,i,CN(Cc1ccc(-n2cccn2)cc1)Cc1nc(-c2cnccn2)no1
-1.34,i,CCC(c1nnnn1Cc1ccco1)N(Cc1cc2cc(C)cc(C)c2[nH]c1=O)CC1CCCO1 (stereo unspecified)
1.89,i,COc1cccc(NC(=O)CN(C)C(=O)CN2C(=O)c3ccc([N+](=O)[O-])cc3C2=O)c1
1.83,i,O=C1C=C(N2CCOCC2)C2(CCCCC2)O1
0.1,i,O=C(NC(=S)NC1CCS(=O)(=O)C1)c1ccccc1F (stereo unspecified)
0.25,i,O=C(COC(=O)c1ccc(Cl)c(S(=O)(=O)N2CCCCC2)c1)NCc1ccco1
-0.72,i,CC(C)[C@H](NC(N)=O)C(=O)Nc1cccc([N+](=O)[O-])c1
2.41,i,Cc1ccccc1-n1c(SC(C)C(=O)N2CCN(C)CC2)nc2ccccc2c1=O (stereo unspecified)
-0.48,i,Cc1ccc(C(=O)C(OC(=O)CN2C(=O)c3ccccc3C2=O)c2ccccc2)cc1 (stereo unspecified)
2.9,i,O=C(CSc1nc(-c2ccc(F)cc2)cc(C(F)(F)F)n1)Nc1ccc2c(c1)OCO2
1,i,Cc1ccc(CN(Cc2cc3cc(C)ccc3[nH]c2=O)C(=O)N2CCOCC2)cc1
0.26,i,CCNc1nc(Oc2ccc(=O)[nH]n2)nc(N2CCOCC2)n1
-1.09,i,O=C(CN1CCOc2ccccc21)NCc1ccc(Cl)cc1
-2.18,i,Cc1c(NC(=O)/C(=C/c2cccs2)NC(=O)c2ccccc2)c(=O)n(-c2ccccc2)n1C
-0.05,i,Cc1occc1-c1nnc(SCC(=O)c2ccc(Cl)cc2)n1C
-0.59,i,CN(C)c1ccc(NC(=O)CC2NCCNC2=O)cc1 (stereo unspecified)

Compounds shown so far that contain a nitro group on carbon, in the order listed:
Kir21 inh,CHT block,SMILES
-4.06,i,CCCN(CCC)S(=O)(=O)c1ccc(Cl)c([N+](=O)[O-])c1
1.89,i,COc1cccc(NC(=O)CN(C)C(=O)CN2C(=O)c3ccc([N+](=O)[O-])cc3C2=O)c1
-0.72,i,CC(C)[C@H](NC(N)=O)C(=O)Nc1cccc([N+](=O)[O-])c1

Other structures.
Kir21 inh,CHT block,SMILES
-1.24,i,O=C(NCCCNC(=O)c1ccccn1)c1cccc(F)c1
-0.37,i,CCOc1ccc(Oc2ccc(S(=O)(=O)N3CCOCC3)cc2NC(=O)C2=COCCO2)cc1
-0.96,i,O=C(O)c1cc(S(=O)(=O)NC(CO)C(O)c2ccc([N+](=O)[O-])cc2)ccc1Br (stereo unspecified)
-0.02,i,COc1ccc(CN2CN(C(C)C)CSC2=S)cc1
0,i,O=C1CSC(=S)N1/N=C/c1cccnc1
2.12,i,N#Cc1ccccc1CSc1nc2ccc(NC(=O)c3ccccc3C(=O)O)cc2s1
-0.6,i,Cc1cccc(OCC(=O)N2CCN(C(=O)c3cccs3)CC2)c1
2.29,i,CN(CC(=O)Nc1cccc(F)c1)C(=O)c1cc2c(s1)CCCCC2
-1.96,i,Cc1ccc(C(=O)Nc2ccc(C(=O)N/N=C/c3cccnc3)cc2)cc1
1.99,i,COc1ccc(CNCCNC(=O)c2nonc2N)cc1OC
0.73,i,O=C(CSc1ccccn1)Nc1nc2ccccc2s1
1.19,i,Cc1nc(-c2ccc(S(=O)(=O)Nc3cc(S(=O)(=O)N(C)C)ccc3C)s2)cs1
0.47,i,COc1cc2c(cc1OC)CN(C(=O)CSc1nnc3scc(-c4ccccc4)n13)CC2
-0.29,i,COc1cc2c(cc1OC)CN(CC(=O)Nc1cccc(C)c1)CC2
-0.62,i,COc1cc(Nc2nc3ccccc3n3nnnc23)cc(OC)c1OC
0.35,i,COc1ccc(CCC(=O)NCCS(=O)(=O)N2CCN(c3ccc(OC)cc3)CC2)cc1
0.44,i,CCOC(=O)CNC(=O)CNC(=O)c1ccc(OC(C)C)cc1
0.47,/,O=C(CSc1ncnc2ccccc12)Nc1ccc(N2CCOCC2)cc1
-1.51,i,Cc1ccc(NC(=O)CSc2ncn(-c3ccccc3)n2)cc1C
1.24,i,COc1cc(C(=O)NC2CCCc3c2cnn3-c2ccccc2F)cc(OC)c1OC (stereo unspecified)
-0.37,i,CCOCC(=O)Nc1nc2ccccc2s1
-0.13,i,COc1cc(C(=O)NNC(=S)NC(=O)c2ccc(F)cc2)cc(OC)c1OC
-0.33,i,CCOc1ccc(C2c3[nH]c4ccccc4c3CCN2Cc2cccn2-c2ncccn2)cc1 (stereo unspecified)
1.26,i,COc1ccc2c(c1)C1CC(C)(NC(=O)C1S(=O)(=O)c1ccc(F)cc1)O2 (stereo unspecified)
-0.89,i,COc1ccc(/C=C(\NC(=O)c2cccs2)C(=O)NC(C)(C)C)cc1OC

At a glance, part of the list above.
Kir21 inh,CHT block,SMILES
1.26,i,COc1ccc2c(c1)C1CC(C)(NC(=O)C1S(=O)(=O)c1ccc(F)cc1)O2 (stereo unspecified)
-0.89,i,COc1ccc(/C=C(\NC(=O)c2cccs2)C(=O)NC(C)(C)C)cc1OC

Next section.
Kir21 inh,CHT block,SMILES
-2.15,i,CCOC(=O)c1c(NC(=O)CSc2nnc(-c3ccco3)o2)sc(C(C)=O)c1C
0.08,i,Cc1cc(C(=O)N/N=C/c2ccc(OCc3ccccc3)cc2)c(C)o1
-0.8,i,CC(C)NC(=O)C1CCN(C(=O)N(C)C)CC1
2.15,i,CCN1C(=O)CC(c2ccc(OC(C)C)cc2)C1=O (stereo unspecified)
0.25,i,CCN(C(=O)COc1ncnc2sccc12)c1ccccc1
0.66,-6.41*,CC[N+]1(CC)CC2=Cc3c(ccc4ccccc34)CC2C1 (stereo unspecified)
-0.42,i,Cc1ccc(NC2SC(=O)N(CC(=O)O)C2=O)cc1 (stereo unspecified)
0.22,/,CC1CCC(C(=O)NC(C(=O)NCCN2CCC(C)CC2)C(C)C)CC1 (stereo unspecified)
1.68,i,COc1ccc(N(CC(=O)NC2CCCC2)C(=O)CCC(=O)Nc2cc(C)on2)cc1
0.58,i,CCc1ccc(C2CC(=O)N(c3cccc(F)c3)C3=C2C(=O)OC3)cc1 (stereo unspecified)
2.13,i,Cc1cc(N=Cc2cc(Br)ccc2O)no1
-0.76,i,Cc1ccc(/C=C/C(=O)N2CCN(S(=O)(=O)c3ccc(C)c(C)c3)CC2)o1
-0.74,i,CCOc1ccc(C(=O)NC(=S)NCCCN2CCOCC2)cc1
0.72,i,Cc1ccc2c(CC(=O)NNC(=O)c3ccccc3O)coc2c1
-0.03,i,CCOC(=O)C1(C)C=C(Nc2ccc(O)cc2)C(=O)N1c1ccc(O)cc1 (stereo unspecified)
-0.67,i,CCOC(=O)c1sc(-c2ccc(F)cc2)cc1NC(=O)Nc1ccccc1OC
-0.11,i,Cc1c(O)nc(SCC(=O)Nc2ccc3c4c(cccc24)CC3)n(-c2ccc(F)cc2)c1=O
-0.26,i,CCOC(=O)C1CCN(C(=O)c2cccnc2Oc2ccccc2)CC1
-1.22,i,CC(=O)Nc1ccc(S(=O)(=O)N[C@@H](C)C(=O)OCc2cc([N+](=O)[O-])cc3c2OCOC3)cc1
-0.77,i,O=C(CN1C(=O)c2ccccc2C1=O)NCc1ccccn1
0.89,i,COc1cc(NS(=O)(=O)c2ccc(N=Cc3c(C)[nH]n(-c4ccccc4)c3=O)cc2)nc(OC)n1
-0.36,i,Cc1[nH]ccc(=O)c1OCc1c(Cl)cccc1Cl
-0.25,i,CS(=O)(=O)N1CCC(C(=O)Nc2ccc(Cl)c(Cl)c2)CC1
-0.25,i,CC1CC(C)CN(CC(C)(C)NS(=O)(=O)c2ccc(Cl)cc2)C1 (stereo unspecified)
0.43,i,COc1ccc2ncc(OC(C)=O)cc2c1

4 structures from above, ordered by count of non-hydrogen atoms, low to high:
Kir21 inh,CHT block,SMILES
-0.36,i,Cc1[nH]ccc(=O)c1OCc1c(Cl)cccc1Cl
0.25,i,CCN(C(=O)COc1ncnc2sccc12)c1ccccc1
-0.25,i,CC1CC(C)CN(CC(C)(C)NS(=O)(=O)c2ccc(Cl)cc2)C1 (stereo unspecified)
1.68,i,COc1ccc(N(CC(=O)NC2CCCC2)C(=O)CCC(=O)Nc2cc(C)on2)cc1

(cont.)
Kir21 inh,CHT block,SMILES
-5.28*,i,CC(C)(C)C1CCC(C(=O)OCC(=O)c2ccc[nH]2)CC1 (stereo unspecified)
1.17,i,Cc1nn(-c2cccc(C(=O)O)c2)c(C)c1[N+](=O)[O-]
0.38,i,CCc1nnc(NC(=O)c2cc3ccccc3oc2=O)s1
-1.81,i,CNS(=O)(=O)c1cccc(C(=O)OCC(=O)/C=C2/N(C)c3ccccc3C2(C)C)c1
0.08,i,CC1CCN(c2nc(-c3ccc(F)cc3)cc(C(F)(F)F)n2)CC1
0,i,CCN(C(=O)c1ccc2c(=O)n3c(nc2c1)CCCCC3)c1cc(OC)ccc1OC
1.02,i,O=C(NC(=S)Nn1cnc2c(cnn2-c2ccccc2)c1=O)c1ccc(Oc2ccccc2)cc1
-2.15,i,COC(=O)COc1ccc(C2NC(=O)NC(c3ccccc3)=C2C(C)=O)cc1OC (stereo unspecified)
0.44,i,Cc1ccc(-c2nnn(CCC(=O)Nc3ccc4c(c3)OCO4)n2)cc1
-0.38,i,COc1ccc(N(CC(=O)Nc2cccnc2)S(=O)(=O)c2ccccc2)cc1OC
1,i,COc1ccccc1-c1ccc(=O)n(CC(=O)NC(C)(C)C)n1
1.12,i,CCN(CC)C(=O)Cn1cnc2sc(C(=O)Nc3cc(OC)c(OC)c(OC)c3)c(C)c2c1=O
-0.63,i,COc1ccc(S(=O)(=O)N2CCc3ccccc32)cc1C(=O)N(CC(C)C)C1CCS(=O)(=O)C1 (stereo unspecified)
-0.37,i,CCC(C)Nc1nc(N)c([N+](=O)[O-])c(N2CCCCCC2)n1 (stereo unspecified)
0.45,i,COc1ccc(OC)c(S(=O)(=O)NCC(c2ccc(F)cc2)N2CCN(C)CC2)c1 (stereo unspecified)
-0.93,i,CC(=O)Oc1ccc2c(=O)oc(-c3ccccc3)nc2c1
2.3,i,COc1ccc(CN(C)CCc2ccccn2)c(OC)c1OC

Not a hit list (roughly 1.6% active in at least one column).
